# Source: PubChem BioAssay
# HCV core dimer = HCV core protein dimerization inhibition; TR-FRET GST/Flag-core106 dimerization, 1536-well; inhibition, % at 5 µM; 300,000 tested, 0.33% active; AID 1899;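 active = inhibition above the mean of all tested compounds plus 3 SD, set per screening campaign, cut at about 45% in these data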
#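 Assay system – GST-tagged and Flag-tagged HCV core protein residues 1-106 · Quantity – core106 proteins, GST 13.5 nM and Flag 17 nM · Benchmarks – unlabelled core106 and no-GST-core106 wells · Read-out basis – percent inhibition of core106 dimerization signal · Detection – time-resolved FRET, ex 340 nm, em 617 and 671 nm · Schedule – 4 h at 22.5 °C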
# PP1 counter = counter-screen for PP5 inhibitors: inhibitors of human PP1-alpha. AID 2235. 320,000 tested, 0.9% active. P62136. inhibition, % at 6.7 µM. purified PP1alpha, OMFP fluorescence;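 active = inhibition above the mean inhibition of all tested compounds plus 3 SD, computed separately for each screening campaign, cut at about 15% in these data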
# PP5 inh = inhibitors of human protein phosphatase 5 (PP5); 320,000 tested, 0.18% active; P53041; inhibition, % at 6.7 µM; purified PP5c, OMFP substrate fluorescence;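 active = inhibition above the campaign's mean inhibition across all tested compounds plus 3 SD, cut at about 9.5% in these data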;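 note: 0% = DMSO only and 100% = 100 µM cantharidin control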
# Target sequence (P53041 whole entry, looked up): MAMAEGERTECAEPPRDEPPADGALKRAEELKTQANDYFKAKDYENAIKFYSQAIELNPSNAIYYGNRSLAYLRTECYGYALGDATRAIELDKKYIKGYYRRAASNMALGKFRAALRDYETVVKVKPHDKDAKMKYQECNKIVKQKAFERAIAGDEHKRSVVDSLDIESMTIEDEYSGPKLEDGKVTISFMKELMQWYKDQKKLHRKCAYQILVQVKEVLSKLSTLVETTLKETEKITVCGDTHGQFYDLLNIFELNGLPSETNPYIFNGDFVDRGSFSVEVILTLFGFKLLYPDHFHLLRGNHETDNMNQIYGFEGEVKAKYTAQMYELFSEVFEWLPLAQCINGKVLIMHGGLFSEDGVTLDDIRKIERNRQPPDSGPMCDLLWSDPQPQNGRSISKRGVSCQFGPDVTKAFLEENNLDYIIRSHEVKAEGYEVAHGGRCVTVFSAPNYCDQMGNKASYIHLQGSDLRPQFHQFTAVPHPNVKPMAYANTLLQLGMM
# Fh CTSL1 inh = cathepsin L1 inhibition, PFM18AAP counter-screen. recombinant F. hepatica cathepsin L1, Z-Leu-Arg-MCA fluorescence. inhibition, % at 5.96 µM. AID 1906. 300,000 tested, 0.49% active;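 active = inhibition above the mean of all tested compounds plus 3 SD, set per screening campaign, cut at about 17% in these data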;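 note: 0% = plate median of test compound wells and 100% = 1 µM Z-Phe-Ala-diazomethylketone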
# ZTA counter = ZTA (EBV) inhibition in EBNA-1 counter-screen; P03206; ZTA-DNA binding, fluorescence polarization; inhibition, % at 11 µM; 320,000 tested, 0.15% active; AID 2234; in the data active = inhibition above about 33%
# Target sequence (P03206 whole entry, looked up): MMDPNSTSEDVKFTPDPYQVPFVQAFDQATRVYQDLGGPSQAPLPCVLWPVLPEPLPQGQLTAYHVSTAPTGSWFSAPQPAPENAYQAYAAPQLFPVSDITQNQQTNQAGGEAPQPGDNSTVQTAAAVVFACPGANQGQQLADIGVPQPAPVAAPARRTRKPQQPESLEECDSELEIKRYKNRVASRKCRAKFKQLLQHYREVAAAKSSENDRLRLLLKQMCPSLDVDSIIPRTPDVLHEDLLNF
# PREPL inh = inhibitors of human prolyl oligopeptidase-like enzyme PREPL; inhibition, % at 5.96 µM; 320,000 tested, 0.68% active; Q4J6C6; AID 2751; recombinant PREPL, fluorescence polarization activity-based probe; in the data active = inhibition above about 43%;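 note: 0% = enzyme with DMSO and 100% = wells lacking enzyme; many of its hits are not listed in these tables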
# TPT1 inh = inhibitors of Candida albicans tRNA 2'-phosphotransferase TPT1 | recombinant caTPT1, FP RNA substrate dephosphorylation | inhibition, % at 5 µM | 300,000 tested, 0.81% active | AID 1962;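 active = inhibition above the mean of all tested compounds plus 3 SD, set per screening campaign, cut at about 24% in these data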;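 note: plate controls were DMSO alone for no effect and ferristatin control at 100 nM for full effect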
# EBNA-1 inh = blocks EBNA-1 binding to DNA; EBNA-1 DNA binding, fluorescence polarization; inhibition, % at 14.8 µM; 300,000 tested, 0.34% active; in the data active = inhibition above about 28%
# Efflux pump inh = blocks antifungal efflux pumps in multiplex yeast assay | 330,000 tested, 0.44% active | S. cerevisiae Candida pump triplex, Nile Red efflux | inhibition, % at 10 µM;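 active = plate passing quality check with inhibition over a set limit, or well fluorescence over plate mean plus 4 SD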;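 note: Nile Red retained in pooled yeast measured as flow cytometry median fluorescence; 0% = buffer negative control and 100% = Enniatin B positive control; higher means more Nile Red kept so more efflux inhibition; some compounds called inactive have numbers as strong as hits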
# An asterisk follows results filed as active; nt = not tested or not shown. Some of the compounds tested (hit frequency here may not be typical).
molecule,HCV core dimer,PP1 counter,PP5 inh,Fh CTSL1 inh,ZTA counter,PREPL inh,TPT1 inh,EBNA-1 inh,Efflux pump inh
CCOc1ccccc1C(=O)NC1CC2CCCC(C1)N2Cc1nnnn1Cc1ccco1 (stereo not drawn),8.9,1.4,2.1,2.4,-6.3,-2.6,3.9,-0.1,0.1
COc1cccc(CNC(=O)Cn2cccc2)c1,1.6,0.3,3.6,-5.0,-7.6,14.4,0.2,-6.7,0.2
Cc1ccc(NC(=O)NCCCc2ccccc2)cc1,4.5,-2.7,-1.1,2.3,-3.6,-5.1,1.5,14.6,-0.2
COC(=O)c1cc(NC(=O)Cc2ccccc2[N+](=O)[O-])cc(C(=O)OC)c1,-2.6,-4.4,4.7,1.3,-6.2,11.4,1.7,-0.2,-0.2
Cc1cc(OCC(=O)NC(Cc2ccc(Cl)cc2)C(=O)O)c2c(C)cc(=O)oc2c1 (stereo not drawn),-0.3,-5.3,2.4,-7.2,1.7,-4.9,1.8,-6.5,0.4
CCCCN1CCc2c([nH]c3ccc(C)cc23)C1=O,-0.8,0.0,1.6,0.7,-6.4,-7.0,-1.3,0.7,-0.2
COC(=O)/C=C1\N/C(=N\c2nc(C)cc(C)n2)N(c2ccc(Cl)cc2)C1=O,0.6,-0.5,-0.8,1.2,2.5,-7.3,5.6,-5.5,0.2
Cc1ccc(-c2ccc(SCC(=O)N3CCc4ccccc43)nn2)cc1,10.8,1.2,1.3,2.4,6.0,-15.0,-3.2,1.1,0.0
COC(=O)C1CSc2[nH]c(=O)sc2C1c1ccc(OC)c(OC)c1 (stereo not drawn),-3.9,-2.9,0.9,-2.8,0.8,7.1,-7.6,-0.9,-0.1
Cc1cc[n+](CC(=O)c2ccc(NC(=O)c3ccccc3)cc2)c2ccccc12,0.5,8.0,-0.5,0.4,12.2,6.8,3.7,-6.6,0.0
Cc1cc(=O)[nH]c(SCc2cn3ccccc3n2)n1,-5.4,-3.8,-0.4,-3.0,-8.6,-7.3,-0.7,-1.8,0.0
Cc1nc2c3ccccc3nc(SCC(=O)N3CC(C)CC(C)C3)n2n1 (stereo not drawn),-0.2,-2.7,2.6,-0.3,-10.8,-1.7,0.0,-13.6,0.0
CC(=O)Nc1ccc(NC(=O)COc2ccc(S(=O)(=O)NC(C)c3ccccc3)cc2)cc1 (stereo not drawn),0.8,0.4,-1.2,-1.6,5.3,-7.8,0.6,0.0,0.1
CCC(=O)Nc1ccc(C(=O)NNC(=O)COc2cccc(C)c2)cc1,-4.8,-1.5,0.2,-17.4,-15.5,-6.1,3.6,-6.3,-0.3
Cc1cc(C(=O)N2CCN(c3ccc([N+](=O)[O-])cc3)CC2)n[nH]1,-10.3,-0.6,0.9,11.2,-26.8,24.5,1.2,2.7,0.8
COc1ccc(CN(C)C(=O)COC(=O)c2ccc3c(c2)OCO3)cc1OC,-1.9,-0.6,-1.2,-0.2,1.5,10.0,3.3,3.0,0.0
Cc1ccc(S(=O)(=O)N2CCOCC2)cc1NC(=O)CNC1CCCC1,-1.4,-1.5,-0.9,-4.2,0.8,1.5,-0.6,1.9,-0.1
COc1ccccc1NC(=O)Nc1nc(C(C)(C)C)cs1,2.8,-1.0,4.1,1.1,-1.6,-0.8,2.2,4.4,0.0
COCCCNC(=O)C1CCN(S(=O)(=O)c2ccc3nc4c(c(C(=O)O)c3c2)CCCCC4)CC1,-4.8,-1.0,1.1,3.2,-7.7,1.0,-2.7,-7.3,0.0
COc1ccccc1C(=O)NC(CCSC)C(=O)NNC(=O)c1ccc(F)cc1 (stereo not drawn),-5.2,-0.4,0.4,1.9,-14.2,16.7,-3.9,-2.4,-1.8
O=C(NCc1ccc2c(c1)OCO2)C1CC(c2ccc(Cl)c(Cl)c2)=NO1 (stereo not drawn),12.0,-3.5,2.6,-0.3,-11.2,-29.4,0.3,6.7,0.1
CCNC(=O)N1CCC(n2nccc2NC(=O)CCCc2ccccc2)CC1,-1.5,-0.7,-1.1,-1.2,-5.2,2.3,0.7,0.8,-0.1
C[C@H](NC(=O)[C@@H]1Cc2ccccc2CN1C(=O)OC(C)(C)C)C(=O)NC1CCCC1,8.0,-1.9,0.8,1.0,4.3,4.9,-3.4,16.9,0.0
CCc1cc2c(=O)c(-c3nc4ccccc4n3C)c(C)oc2c(CN2CCCCC2)c1O,-3.7,-0.1,0.3,3.7,-14.6,9.8,-0.4,0.5,0.1
Cc1nnsc1C(=O)N/N=C/c1c(F)cccc1Cl,0.4,-3.2,-1.2,-0.9,-0.7,-6.3,-2.9,12.3,0.1

# Some values from the results shown.
# CC(=O)Nc1ccc(NC(=O)COc2ccc(S(=O)(=O)NC(C)c3ccccc3)cc2)cc1 (stereo not drawn) in ZTA counter shows 5.3
# Cc1ccc(-c2ccc(SCC(=O)N3CCc4ccccc43)nn2)cc1 in HCV core dimer shows 10.8
# CCC(=O)Nc1ccc(C(=O)NNC(=O)COc2cccc(C)c2)cc1 in PP5 inh shows 0.2

# (more compounds)
molecule,HCV core dimer,PP1 counter,PP5 inh,Fh CTSL1 inh,ZTA counter,PREPL inh,TPT1 inh,EBNA-1 inh,Efflux pump inh
O=S(=O)(c1ccc(F)cc1)N1CCN=C1SCc1cccnc1,-0.7,-3.6,3.6,-2.0,4.0,-1.6,1.8,6.9,0.2
Cc1cc(C)c2nc(N3CCCC(C(=O)N4CCN(c5ncccn5)CC4)C3)sc2c1 (stereo not drawn),5.8,-4.1,1.1,0.1,-13.9,25.4,-1.8,-0.3,0.0
CSCCC(NC(=O)COc1ccccc1)C(=O)N1CCCC(C)C1 (stereo not drawn),2.8,-0.1,1.2,-2.5,11.1,3.6,-0.1,1.7,-3.0
CCC(C)NC(=O)c1cn(CC)c2ccc(S(=O)(=O)N3CCCCCC3)cc2c1=O (stereo not drawn),-2.3,0.5,0.0,3.3,10.8,-5.0,-1.7,-21.0,0.2
C=CCNCc1cc(=O)n2c(-c3ccccc3)csc2n1,28.6,3.4,1.6,-7.5,-1.0,-0.2,6.8,1.7,-1.3
Cc1ccc(S(=O)(=O)N2CCC(C(=O)N[C@@H](C)C(=O)NCc3ccccc3)CC2)cc1,-3.5,-2.8,2.2,-2.7,2.2,-0.4,0.3,-1.0,0.1
O=C(Nc1ccc2oc(-c3ccccc3Cl)nc2c1)c1ncn[nH]1,7.9,18.9*,0.6,3.2,-3.3,3.7,-0.7,-13.1,0.2
O=C(c1sccc1-n1cccc1)N1CCCC1,1.4,3.0,1.1,-2.6,12.7,8.3,0.8,-19.9,0.1
COc1cccc(/C=N/NC(=S)Nc2cccc(C(=O)O)c2)c1O,-2.7,0.2,-1.4,4.5,-2.1,-3.0,-2.5,-0.5,0.2
Cc1[nH]n(-c2ccccc2)c(=O)c1/C=N/N1C(=O)c2ccc3c4c(ccc(c24)C1=O)CC3,0.6,-0.3,-0.7,1.7,-5.6,8.2,-2.9,8.6,-3.3
COc1ccc(NC(=O)NCCCN2CCCCC2C)cc1 (stereo not drawn),-1.6,-3.0,4.3,-1.3,-8.7,-5.0,-0.6,-2.5,0.1
CCOC(=O)C1CCCN(C(=O)c2ccc(S(=O)(=O)N3CCCC3)cc2)C1 (stereo not drawn),6.1,-8.6,2.4,-3.3,-1.7,-2.6,2.0,1.2,0.1
Nn1c(SCCOc2ccccc2)nnc1-c1cccnc1,-2.0,-0.5,3.2,-0.1,-1.8,0.8,3.5,-9.3,0.2
O=C(NC1CCCCC1)C(c1ccc(Cl)cc1)N1CCC2(CC1)OCCO2 (stereo not drawn),-5.9,-0.7,2.8,-0.6,-8.7,3.7,-5.1,-16.4,0.2
O=C(CC(CC(=O)c1ccccc1)C(=O)O)c1ccccc1,0.5,1.3,4.0,-1.6,-19.3,4.1,-9.0,8.1,-0.2
Nc1nc2n(n1)C(c1c(F)cccc1Cl)CC(c1ccc(F)cc1)N2 (stereo not drawn),-0.9,-3.9,4.1,0.0,2.5,30.6,2.0,-7.4,0.3
Cc1ccc(SCC(=O)NC2CCS(=O)(=O)C2)cc1 (stereo not drawn),3.0,-1.5,4.0,-14.8,-2.8,-4.0,-3.6,-0.1,-0.1
CC(C)(C)c1ccc(NC(=O)c2ccc(=O)[nH]n2)cc1,-2.6,-0.5,1.7,-12.1,-10.9,7.0,0.1,-0.9,0.0
O=C(Nc1cccc(C(F)(F)F)c1)C1=CC=CN2CCS(=O)(=O)N=C12,nt,-3.2,1.0,nt,6.4,-2.0,nt,nt,0.0
Cc1ccc2cc(CCNC(=O)c3ccco3)c(=O)[nH]c2c1,4.0,-3.1,-0.8,-1.2,3.3,-1.0,2.3,0.4,0.1
CCCNc1nc(OC(C(F)(F)F)C(F)(F)F)nc(OC(C(F)(F)F)C(F)(F)F)n1,4.5,-0.8,2.5,-0.9,-3.9,6.4,0.0,-3.6,0.1
COc1ccc(NC(=O)CSc2nc3ncccc3[nH]2)cc1OC,-0.9,2.5,0.8,1.0,4.4,4.8,-2.6,-5.0,-0.1
COc1ccc(CNC(=O)C(c2ccco2)N(C(=O)c2snc(C(N)=O)c2N)c2cccc(OC)c2)cc1 (stereo not drawn),0.7,4.3,2.4,1.3,-20.2,-0.3,-1.9,-0.6,-0.1
Cc1cc(NC(=O)CC2Oc3ccccc3NC2=O)ccc1Br (stereo not drawn),6.3,1.7,3.8,-5.0,-13.8,-10.3,-0.5,-7.9,0.3
COc1ccc(S(=O)(=O)N2CCNC(=O)CC2)cc1,-3.6,5.0,0.6,1.3,-7.5,13.7,-2.4,2.7,0.1
CCCCn1c(N)c(N(CCOC)C(=O)COC(=O)C(C)Oc2ccc(Cl)cc2)c(=O)[nH]c1=O (stereo not drawn),-1.2,-4.2,0.9,-8.6,11.0,5.7,1.0,15.0,0.0
COc1ccc(C(=O)COc2ccccc2C(=O)Nc2ccccc2)cc1,8.4,7.0,1.6,-0.9,3.9,12.1,0.2,-18.1,0.7
NC(=O)C1CCN(C(=S)NCCc2ccccc2)CC1,-3.2,-3.7,2.5,-4.1,-9.9,6.3,2.1,-7.7,-0.1
O=C1CC(C(F)(F)F)=NN1,-1.6,-2.7,0.9,3.5,9.6,-4.0,-1.3,8.7,-0.1
CN(C)C(CNC(=S)Nc1cccc(Cl)c1)c1ccccc1 (stereo not drawn),-2.7,0.3,-2.9,1.0,-1.9,-13.9,-2.5,-10.2,0.0
O=C(CCC(=O)N1CCN(C2CCCC2)CC1)Nc1nnc(C(F)(F)F)s1,1.7,-1.2,3.0,-3.1,5.3,0.8,4.0,4.7,0.0
O=C(CSc1nnc(-c2ccccn2)n1Cc1ccccc1)N1CCCC1,-1.2,-2.9,-1.3,4.5,5.7,11.4,-2.4,13.7,-0.1
Cc1ccc(NC(=O)C2CCN(S(=O)(=O)c3cccc4nonc34)CC2)cc1,2.6,8.8,0.5,0.7,-0.5,4.9,-0.5,1.4,-0.1
CCOc1ccc(C2C(C#N)=C(N)N3C(=C2C#N)Sc2ccccc23)cc1 (stereo not drawn),-4.4,-1.0,-1.0,2.1,-5.6,6.8,22.1,9.1,0.0
COc1ccccc1C(=O)N1CCN(Cc2cn[nH]c2-c2ccc(F)cc2F)CC1,6.4,-3.0,1.3,0.9,1.1,8.7,-1.6,-5.9,-0.1
